# HTRA1 inh – HTRA1 serine protease inhibitors, primary screen, biochemical, fluorescence polarization, HTS; recombinant HTRA1, FP-rhodamine activity-based probe; inhibition, % at 5.96 µM; actives 0.5% (n = 340,000); AID 504803, 2011; in the data active = inhibition above about 36%;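 also: 0% = enzyme with DMSO and 100% = wells lacking enzyme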
# NPR2 activator – human GC-B receptor activators, primary screen, HEK293 GC-B cells, cGMP TR-FRET, EC30 CNP; Atrial natriuretic peptide receptor 2 (Homo sapiens), P20594; 0% at EC30 CNP, 100% saturating CNP; activation, % at 10 µM; actives 0.11% (n = 370,000); AID 1920062, 2024;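 active = activation at 10 µM reaching about 35% in either raw or pattern-adjusted values, limit read from the data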
# MBD2 DNA inh – inhibitors of MBD2 binding to methylated DNA, primary screen, biochemical, TR-FRET, DNA-binding domain, human. Methyl-CpG-binding domain protein 2 (Homo sapiens), Q9UBB5. MBD2 binding to methylated oligonucleotide. inhibition, % at 4.4 µM. actives 0.31% (n = 370,000). AID 686964, 2013; in the data active = inhibition above about 13%
# Target sequence (Q9UBB5 whole entry, looked up, the tested form may be a part): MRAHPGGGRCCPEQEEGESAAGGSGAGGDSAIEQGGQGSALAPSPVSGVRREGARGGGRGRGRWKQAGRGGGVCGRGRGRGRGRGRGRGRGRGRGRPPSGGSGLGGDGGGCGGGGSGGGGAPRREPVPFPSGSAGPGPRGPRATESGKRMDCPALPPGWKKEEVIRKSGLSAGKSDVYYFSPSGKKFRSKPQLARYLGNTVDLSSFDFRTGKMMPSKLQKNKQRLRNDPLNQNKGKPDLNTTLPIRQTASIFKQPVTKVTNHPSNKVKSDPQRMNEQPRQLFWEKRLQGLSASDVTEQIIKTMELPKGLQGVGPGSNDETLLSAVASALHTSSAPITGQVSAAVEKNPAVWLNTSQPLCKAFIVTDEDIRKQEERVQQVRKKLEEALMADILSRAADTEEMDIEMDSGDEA
# mABHD4 FP – ABHD4 inhibitors, primary screen, biochemical, fluorescence polarization, mouse | purified mABHD4, FP-Rh probe fluorescence polarization | inhibition, % at 8.92 µM | actives 0.54% (n = 370,000);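 active = inhibition exceeding the mean over every tested compound plus 3 SD, cut at about 30% in these data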;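 also: 0% = plate median of compound wells and 100% = S159A mutant with DMSO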
#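 assay system = mABHD4 protein | compound dosing = single nominal dose of 8.92 µM, 0.89% DMSO final | read-out basis = percent inhibition of probe binding, normalized to plate controls | schedule = Enzyme–compound pre-incubation 45 min, then probe 60 min, both 25 °C | detection = fluorescence polarization, excitation 525 nm, emission 598 nm, BODIPY TMR filters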
# UHRF1 MBD2 ctr – UHRF1 methylated DNA binding inhibitors, primary screen, counter-screen for MBD2 inhibitor project, biochemical, TR-FRET, human UHRF1, single concentration; actives 0.75% (n = 370,000); inhibition, % at 4.4 µM; E3 ubiquitin-protein ligase UHRF1 (Homo sapiens), Q96T88; AID 687016, 2013; UHRF1 binding to methylated oligo; in the data active = inhibition above about 21%;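 also: UHRF1 SRA domain binding a hemimethylated CpG hairpin DNA probe; 0% = median of test compound wells and 100% = reference inhibitor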
# TCR-CD3 inh – inhibitors of human TCR-CD3 interaction, primary screen, biochemical, fluorescence, TAMRA-labeled TCR probe; inhibition, % at 9.4 µM; actives 0.37% (n = 360,000); T-cell receptor (TCR); AID 651800, 2012; in the data active = inhibition above about 19%;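 also: recombinant mutant TCR 2C K166C tagged with TAMRA read by polarization; 0% = receptor in buffer alone and 100% = receptor with positive control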
# rCAG RNA binder – binders of r(CAG) RNA repeats, primary screen, biochemical, fluorescence; r(CAG) RNA repeat, TO-PRO-1 dye displacement fluorescence; inhibition, % at 3 µM; actives 1.3% (n = 370,000); AID 651821, 2012;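 active = inhibition above the plate cutoff, the mean of all test compounds on that plate plus 3 SD, cut at about 35% in these data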;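 also: 0% = DMSO alone and 100% = 100 µM mitoxantrone as full dye displacement; higher means more dye released from RNA so lower well fluorescence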
# SIAE primary – human SIAE inhibitors, primary screen, biochemical, fluorescence polarization, FP-Rh probe, 1536-well HTS | actives 0.69% (n = 370,000) | SIAE FP-Rh probe binding | Sialate O-acetylesterase (Homo sapiens), Q9HAT2 | inhibition, % at 9.66 µM;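 active = inhibition above a cutoff: mean of compounds within the control limits plus 3 SD of those, cut at about 17% in these data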;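 also: 0% = plate median of compound wells and 100% = probe without SIAE protein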
# PRMT1 inh – PRMT1 methyltransferase inhibitors, primary screen, biochemical, fluorescence polarization; recombinant PRMT1, activity-based probe fluorescence polarization; actives 1.3% (n = 370,000); inhibition, % at 2.79 µM;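 active = inhibition above about 21% made by adding two undisclosed values, limit read from the data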
# Target sequence (Q99873 whole entry, looked up): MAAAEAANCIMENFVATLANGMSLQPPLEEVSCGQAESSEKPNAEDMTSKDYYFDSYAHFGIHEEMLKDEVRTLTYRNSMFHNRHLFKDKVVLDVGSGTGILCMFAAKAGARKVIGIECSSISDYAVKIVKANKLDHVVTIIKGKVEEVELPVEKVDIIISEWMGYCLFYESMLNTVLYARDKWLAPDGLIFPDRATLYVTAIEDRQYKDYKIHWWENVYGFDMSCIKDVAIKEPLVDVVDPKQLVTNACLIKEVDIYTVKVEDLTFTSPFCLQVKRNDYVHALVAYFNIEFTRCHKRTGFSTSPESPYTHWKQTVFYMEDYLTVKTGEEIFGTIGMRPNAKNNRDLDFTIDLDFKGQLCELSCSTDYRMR
# GC-A act – GC-A stimulated cGMP production enhancers – HEK293 GC-A cells, cGMP TR-FRET, EC30 ANP, primary screen; 0% at EC30 ANP, 100% saturating ANP; AID 1671463, 2021; actives 0.14% (n = 370,000); activation, % at 10 µM; in the data active = activation above about 40%
# Active calls of the source: *; x = not tested or not shown; & = joins results of further samples.
# Each structure is followed by: HTRA1 inh | NPR2 activator | MBD2 DNA inh | mABHD4 FP | UHRF1 MBD2 ctr | TCR-CD3 inh | rCAG RNA binder | SIAE primary | PRMT1 inh | GC-A act
O=C(c1ccc(Cl)c(Cl)c1)N1CCOCC1
    9 | 4 | -8 | 1 | -1 | 5 | -3 | 2 | -1 | 3
NC(=O)N/N=C/c1cccc(C(F)(F)F)c1
    6 | -4 | -1 | 7 | 3 | -6 | -3 | -1 | 3 | 1
COc1ccc(S(=O)(=O)Nc2ccc3c(c2)COC3=O)cc1OC
    6 | 3 | 2 | -7 | -2 | 2 | 4 | -12 | -3 | 5
COc1ccc2c(c1)CC(C1(O)C(=O)N(C)c3ccccc31)C2=O (stereo unspecified)
    4 | -8 | 4 | 5 | 1 | -5 | -1 | -6 | 0 | -2
CCOCCSc1n[nH]c(=O)n1CCc1ccccc1
    3 | 1 | -1 | 3 | 3 | -1 | -4 | 3 | -2 | -6
CC(C)N1CCC(C)(C(=O)Nc2ccc(Cl)c(Cl)c2)C1 (stereo unspecified)
    x | 2 | -2 | 2 | -1 | 5 | 0 | -1 | 0 | -1
COCCCn1c(C(=O)NC2CCCCC2C)cc2c(=O)n3cccc(C)c3nc21 (stereo unspecified)
    0 | 6 | -2 | -2 | -1 | 6 | 1 | -4 | 0 | 11
COc1ccc(/C=C/C(=O)O)cc1S(=O)(=O)NCc1cccnc1
    6 | 0 | 0 | 2 | 2 | 9 | 4 | 2 | 0 | 2
O=C(NC1CCCCC1)C(c1ccc(F)cc1)N(CCN1CCOCC1)C(=O)c1ccc(-c2ccccc2)[nH]1 (stereo unspecified)
    4 | 5 | -2 | 2 | 1 | -5 | -2 | -2 | 3 | -4
COc1ccc(N2C(=O)C3CCCN3C2c2cccc(OC)c2)cc1 (stereo unspecified)
    1 | -13 | -8 | -2 | 8 | 3 | -1 | 2 | 2 | -4
C/C(=N/NC(=O)CSCc1ccc(Cl)cc1)c1cccc(NC(=O)c2ccccc2)c1
    -10 | -7 | 3 | -3 | -1 | 3 | 1 | 0 | 8 | -5
Cc1ccc(S(=O)(=O)NCC(=O)OCC(=O)N(C)C2CCCCC2)cc1
    0 | -3 | 0 | 6 | -2 | -1 | 0 | -1 | -2 | 1
CCOc1ccc(C(CC(=O)O)NS(=O)(=O)c2ccc(C)cc2)cc1OC (stereo unspecified)
    -3 | 3 | -1 | 9 | 1 | 4 | 0 | 2 | -1 | 1
Cc1c(NC(=O)Nc2c(Cl)cccc2Cl)c(=O)n(-c2ccccc2)n1C
    4 | -2 | -2 | 0 | 0 | -5 | 2 | -2 | 5 | 4
O=C(Nc1ccc(F)cc1)N[C@@H]1CC[C@@H](CCn2cc(-c3ccc(F)cc3)nn2)O[C@@H]1CO
    x | -1 | -3 | 2 | 0 | -5 | 3 | -6 | -2 | 1

# An excerpt from above in order of molar mass, lowest first.
# Each structure is followed by: HTRA1 inh | NPR2 activator | MBD2 DNA inh | mABHD4 FP | UHRF1 MBD2 ctr | TCR-CD3 inh | rCAG RNA binder | SIAE primary | PRMT1 inh | GC-A act
O=C(c1ccc(Cl)c(Cl)c1)N1CCOCC1
    9 | 4 | -8 | 1 | -1 | 5 | -3 | 2 | -1 | 3
COc1ccc2c(c1)CC(C1(O)C(=O)N(C)c3ccccc31)C2=O (stereo unspecified)
    4 | -8 | 4 | 5 | 1 | -5 | -1 | -6 | 0 | -2
COc1ccc(N2C(=O)C3CCCN3C2c2cccc(OC)c2)cc1 (stereo unspecified)
    1 | -13 | -8 | -2 | 8 | 3 | -1 | 2 | 2 | -4

# Next records follow.
# Each structure is followed by: HTRA1 inh | NPR2 activator | MBD2 DNA inh | mABHD4 FP | UHRF1 MBD2 ctr | TCR-CD3 inh | rCAG RNA binder | SIAE primary | PRMT1 inh | GC-A act
Cc1nc(NCCc2ccc(F)cc2)c2nnn(Cc3ccccc3)c2n1
    2 | -1 | -1 | -3 | 1 | 6 | 0 | 0 | 0 | -1
O=C(N/N=C/c1ccc(OCC(=O)N2CCOCC2)cc1)c1ccccc1Cl
    -3 | 5 | -3 | 0 | 4 | -1 | -1 | -1 | -4 | -4
O=C(CNC(=O)c1ccco1)NCC(=O)OCC(=O)c1ccc(Cl)c([N+](=O)[O-])c1
    3 | -3 | 2 | 3 | -2 | 1 | 2 | -2 | -1 | 0
O=C(COC(=O)CCC(=O)c1cccs1)NCc1cccs1
    -6 | 2 | -1 | -8 | 6 | -3 | -2 | -12 | 2 | 0
COc1ccc(CC(=O)NNC(=S)NC(=O)c2cc(OC)c(OC)c(OC)c2)cc1
    3 | -3 | -3 | 5 | -1 | 0 | 7 | 1 | -1 | -3
COc1ccc(Nc2nc(NCCCN3CCOCC3)nc(N)c2[N+](=O)[O-])cc1
    -1 | 7 | -3 | 2 | -4 | -1 | -2 | -4 | 0 | 1
CC(=O)Nc1ccc(C(=O)NCC(c2ccco2)N(C)C)cc1 (stereo unspecified)
    1 | -2 | 0 | -9 | 2 | -8 | -2 | 1 | 8 | -2
COc1ccc(Cc2n[nH]c(=S)n(N)c2=O)cc1
    6 | 2 | -2 | 8 | -1 | 0 | 0 | 2 | 0 | -1
CCOC(=O)CC(=O)CSc1nc(-c2ccccc2)cc(-c2ccccc2)c1C#N
    -44 | 0 | 1 | -8 | 0 | 7 | 11 | -21 | -2 | 3
CC(C)NC(=O)COC(=O)/C=C/c1ccco1
    14 | -4 | 2 | 9 | 5 | -6 | -1 | -7 | 1 | 1
Cc1cc(S(=O)(=O)Nc2cccc(Cl)c2)c(C)s1
    x | -13 | 0 | -9 | 0 | -3 | 4 | 1 | 4 | -26
CC(=O)N1CCC(N(CCN2CCOCC2)C(=S)Nc2ccc(C)c(C)c2)CC1
    -2 | 3 | -3 | 1 | -1 | -12 | -4 | 1 | 5 | 6
O=C(COC(=O)CSc1cccc2cccc(Cl)c12)Nc1ncc(C(F)(F)F)cc1Cl
    -2 | -1 | -3 | 14 | 2 | 1 | 9 | -11 | 2 | -5
Cc1cc(C)nc(CCNC(=O)c2cc(COc3ccccc3)on2)n1
    8 | 9 | 2 | 5 | -1 | 6 | -4 | 3 | 0 | -1
Cn1nc(C(=O)OCc2ccc(F)cc2)c2ccccc2c1=O
    1 | 2 | 2 | 1 | 1 | 0 | -5 | -6 | -1 | 0

# A different layout for 2 compounds above:
mol | HTRA1 inh | NPR2 activator | MBD2 DNA inh | mABHD4 FP | UHRF1 MBD2 ctr | TCR-CD3 inh | rCAG RNA binder | SIAE primary | PRMT1 inh | GC-A act
CCOC(=O)CC(=O)CSc1nc(-c2ccccc2)cc(-c2ccccc2)c1C#N | -44 | 0 | 1 | -8 | 0 | 7 | 11 | -21 | -2 | 3
COc1ccc(Cc2n[nH]c(=S)n(N)c2=O)cc1 | 6 | 2 | -2 | 8 | -1 | 0 | 0 | 2 | 0 | -1

# (listing goes on)
# Each structure is followed by: HTRA1 inh | NPR2 activator | MBD2 DNA inh | mABHD4 FP | UHRF1 MBD2 ctr | TCR-CD3 inh | rCAG RNA binder | SIAE primary | PRMT1 inh | GC-A act
CC1(C)CC2CC(C)(CN2S(=O)(=O)c2ccc(C(=O)Nc3cccc(S(=O)(=O)N4CCOCC4)c3)cc2)C1 (stereo unspecified)
    -66 | 3 | 1 | -84 | -5 | 35* | 18 | -92 | -2 | -5
NC(=O)Cn1c(=O)n(C2CCCCC2)c(=O)c2c3c(sc21)CCCCC3
    6 | -3 | 0 | -3 | -3 | 0 | -3 | -4 | -3 | 1
COc1ccc(C2=CCCCCC2)cc1OC
    1 | 3 | -5 | -4 | -3 | 2 | -1 | 5 | -1 | 4
COc1ccc(CCN(C)C(=O)N2CCOCC2)cc1OC
    10 | 0 | 0 | -1 | 2 | -4 | -1 | 4 | -2 | 0
COc1cc(OC)cc(C(=O)NC(C)CNc2ccc(Cl)cc2[N+](=O)[O-])c1 (stereo unspecified)
    -26 | -18 | 1 | 6 | 15 | -2 | 1 | -5 | 5 | -59
Cc1cc(NC(=O)CC23CC4CC(C2)CC(CC(=O)Nc2cc(C)on2)(C4)C3)no1
    -7 | -8 | -6 | -4 | -2 | 7 | -1 | 0 | -2 | 2
Cc1cc(C)c(-c2csc(NC(=O)c3n[nH]c(=O)c4ccccc34)n2)c(C)c1
    2 | 1 | 2 | -2 | 0 | 0 | 3 | -6 | 0 | 3
O=C(CSc1nc2ccsc2c(=O)n1NC(=O)c1ccccc1)NCc1ccco1
    1 | 2 | -1 | -3 | 2 | -2 | 7 | 0 | 4 | -1
C[C@H](CO)N1C[C@H](C)[C@H](CN(C)CC2CCCCC2)Oc2ccc(NS(=O)(=O)c3ccc(F)cc3)cc2CC1=O
    -25 | 0 | -3 | -5 | 2 | -1 | -2 | -1 | -3 | 1
O=C(CCCC(=O)N(CC(=O)NC1CCCCC1)c1ccc(F)cc1)Nc1ccccn1
    1 | 8 | 4 | -7 | 0 | 4 | -7 | -2 | 6 | 2
COc1cccc(-c2nnc(SCC3CNC(=O)O3)n2-c2ccc(Cl)cc2)c1 (stereo unspecified)
    -4 | -19 | 3 | 2 | 4 | -13 | 2 | -2 | 2 | -23
OC(COCC1COc2ccccc2O1)CN1CCN(c2ccccn2)CC1 (stereo unspecified)
    10&-3 | 2 | -5 | -3 | -1 | -3 | 1 | 0 | 2 | -1
O=C(CN1C(=O)NC2(CCCC2)C1=O)Nc1cc(C(F)(F)F)ccc1N1CCOCC1
    0 | 0 | 4 | -4 | 3 | -5 | 1 | 3 | 2 | -1
Cn1c(=O)c2[nH]c(Cc3cccc(O)c3)nc2n(C)c1=O
    7 | 1 | -2 | 7 | 0 | -5 | 0 | 7 | -2 | 4

# The list is partial; rates above refer to the full screens.
